# Assay outcomes deposited in PubChem by several laboratories.
# CSN deneddyl inh: inhibitors of CSN-mediated cullin deneddylation, primary screen, biochemical, fluorescence polarization, uHTS | inhibition, % at 12.5 µM | actives 0.38% (n = 360,000) | Purified CSN, SCF-Nedd8-OG deneddylation | COP9 signalosome complex subunit 5 (Homo sapiens), Q92905 | AID 651999, 2013;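 active = pattern-corrected inhibition above about 35%, with an unprinted fluorescence ratio check between 0.5 and 1.5, limit read from the data, passing the limit was not always enough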;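 note: 0% = enzyme with substrate and 100% = substrate without enzyme; some results filed as inactive read as strong as hits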
#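 Detection – fluorescence polarization · System – HEK293T-derived human Csn5 enzyme · Controls – substrate-only high control, full reaction low control · Timing – 90 min, room temperature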
# MLLE-PAM2 inh: inhibitors of PABP1 MLLE–PAM2 peptide binding, primary screen, biochemical, fluorescence polarization, FITC-PAM2, GST-MLLE | Polyadenylate-binding protein 1 (Homo sapiens), P11940 | inhibition, % at 20 µM | actives 0.36% (n = 360,000); in the data active = inhibition above about 35%, passing the limit was not always enough;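 note: plate controls were DMSO wells with GST-MLLE for no effect and wells lacking GST-MLLE protein for full effect; some results filed as inactive read as strong as hits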
# NadD inh: inhibitors of S. aureus NadD, primary screen, biochemical, colorimetric, uHTS; inhibition, % at 20 µM; purified NadD enzyme, colorimetric absorbance read-out; Nicotinate-nucleotide adenylyltransferase NadD (Staphylococcus aureus N315); actives 0.78% (n = 360,000); AID 602399, 2012; in the data active = inhibition above about 26%; note: some compounds past the cut are filed as inactive
# MT1-MMP act inh: blockers of MT1-MMP proenzyme processing, primary screen, HT1080 RFP-PRO-GFP cells, GFP/RFP fluorescence; GFP/RFP ratio change, % at 20 µM; actives 0.061% (n = 360,000); Matrix metalloproteinase-14 (Homo sapiens), P50281; GFP/RFP ratio fluorescence, overnight; percent of plate control window, DMSO zero;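 active = GFP/RFP ratio change of at least 30% with cell ATP level not reduced by more than half and red fluorescence within 50% of control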; note: strong numbers were not always called active
#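 Assay system: HT1080 cells carrying an RFP-PRO-GFP reporter | Dosing: Single dose of 20 µM compound, 1% DMSO final | Incubation: Cells overnight before dosing, compound overnight, 37 °C, 5% CO2 | Evaluation: GFP/RFP fluorescence ratio | Control set: DMSO and RFP-L50D-GFP cell wells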
# Rin1 Abl inh: inhibitors of Rin1-Abl protein binding, primary screen, biochemical, TR-FRET. actives 0.4% (n = 360,000). Tyrosine-protein kinase ABL1 (Homo sapiens) + Ras and Rab interactor 1 (Homo sapiens), …. AID 588664, 2011. inhibition, % at 7.35 µM; in the data active = inhibition above about 5%, passing the limit was not always enough
# Rpn11 inh: Rpn11 (PSMD14) deubiquitinase inhibitors, primary screen, biochemical, fluorescence polarization, uHTS | 26S proteasome non-ATPase regulatory subunit 14 (Homo sapiens), O00487 | human 26S proteasome, Ub4-pepOG fluorescence polarization; 20S core pre-blocked with epoxomicin | calls only at 20 µM | actives 0.59% (n = 360,000) | AID 588493, 2011;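 active = inhibition at 20 µM, scaled to each plate's controls, above about 33%, limit read from the data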
# Neddyl block: inhibitors of cullin neddylation, primary screen, biochemical, TR-FRET, uHTS, NAE and Ubc12 | actives 0.58% (n = 360,000) | calls only at 25 µM; in the data active = inhibition above about 36%
# SKN-1 block: suppressors of acrylamide-induced Pgst-4::GFP reporter in worms, primary screen, SKN-1 inhibitor project, whole organism, uHTS, GFP/RFP fluorescence ratio, strain VP596; C. elegans VP596 Pgst-4::GFP/RFP ratio, 24 h; inhibition, % at 21.8 µM; actives 0.49% (n = 360,000); AID 624304, 2012;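 active = interference check ratio from 0.5 to 1.5 plus GFP to RFP signal ratio inhibition reaching or exceeding a fixed threshold, cut at about 30% in these data, passing the limit was not always enough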; note: some compounds called inactive have numbers as strong as hits
# FAS-TE inh: FAS thioesterase domain inhibitors, primary screen, biochemical, fluorescence intensity, uHTS; Fatty acid synthase (Homo sapiens), P49327; recombinant FAS-TE, OMFH fluorogenic substrate, fluorescence endpoint; inhibition, % at 15 µM; actives 0.67% (n = 360,000); AID 602261, 2012;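 active = compounds whose normalised, plate-corrected inhibition of enzyme fluorescence in the single-dose primary screen is 50% or more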;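 note: 0% = DMSO with enzyme and 100% = substrate without enzyme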
# Numbers without * were called inactive; i = inactive; . = no result given; + = active, no number.
mol	Neddyl block	CSN deneddyl inh	Rpn11 inh	Rin1 Abl inh	FAS-TE inh	NadD inh	MLLE-PAM2 inh	SKN-1 block	MT1-MMP act inh
Cc1ccc(S(=O)(=O)N2CC3(C)CN(S(=O)(=O)c4ccc(C)cc4)CC(C)(C2)C3O)cc1 (stereo unspecified)	i	-1	i	-7	-6	-2	-6	27	2
O=S(=O)(Nc1ccccc1F)c1cccc(NC(=S)NCCN2CCOCC2)c1	i	7	i	4	-6	2	5	4	-4
NC(=O)c1ccc(NC(=O)CCCNC(=O)c2ccc(Cl)cc2)cc1	i	-3	i	4	-1	2	-2	9	6
COc1ccc2cc(CN(C(=O)Nc3ccccc3OC)C3CCCC3)c(=O)[nH]c2c1	i	-2	i	0	11	3	-6	7	1
Cc1ccnc(NC(=O)c2cc(-c3ccc(Cl)s3)nc3ccccc23)c1	i	-1	i	2	27	17	-7	0	-6
O=C(c1ccc2ccccc2n1)N1CCN(S(=O)(=O)c2ccc(Cl)cc2)CC1	i	2	i	0	8	3	-3	5	-1
COc1ccc(NC(=O)Cc2csc(NC(=O)Nc3ccccc3OC)n2)cc1	i	2	i	-5	8	5	3	18	2
Cc1cccc(-c2noc(CNC(=O)c3ccc4c(c3)OCO4)n2)c1	i	8	i	2	8	-6	-42	14	-6
COc1ccc(-c2nc3c(-c4ccccc4)cnn3cc2C)cc1F	i	-9	i	-2	2	-4	-25	-14	-2
O=C(O)C(c1ccccc1)N1C(=O)/C(=C\c2ccc(-c3cccc(Cl)c3)o2)SC1=S (stereo unspecified)	i	94*	.	0	17	13	-99	33	8
O=C(CSc1nc(C2CC2)nc2c1cnn2-c1ccccc1)Nc1c[nH]c(=O)[nH]c1=O	i	-3	i	-1	1	23	-5	-11	-7
C[C@@H]1CN([C@H](C)CO)C(=O)CCCn2nncc2CO[C@H]1CN(C)S(=O)(=O)c1cccc(C#N)c1	i	-1	i	3	-6	-1	14	-10	-2
c1ccc(CSc2nncn2-c2ccccn2)cc1	i	6	i	-3	-8	9	-5	-23	-1
CCNc1oc(COc2ccccc2F)nc1C#N	i	4	i	3	-3	3	-3	16	-8
Cc1ccc(CNC(=O)c2ccc(C)c(S(=O)(=O)N3CCCCC3)c2)cc1	i	-4	i	-1	11	2	-5	15	3
CCc1nc2ccc(C(=O)NCC3CCCCC3)cn2c1N(C)Cc1nccs1	i	1	i	3	-2	2	-8	15	0
CCN(CC(=O)NC(C)(C)C)Cc1cc(=O)n2c(-c3ccccc3)csc2n1	i	3	i	-1	-2	14	-37	19	-2
COc1ccc(NC(=O)C(NC(=O)c2ccc(=O)[nH]c2)c2ccc(C)cc2)cc1 (stereo unspecified)	i	-3	i	1	-6	1	2	-9	2
Cc1c(NC(=O)COc2c(F)c(F)c(F)c(F)c2F)c(=O)n(-c2ccccc2)n1C	i	-2	i	3	1	5	-2	15	-1
COc1cc(OC)c(NC(=O)CCCNC(=O)Cn2cnc3sc(C)c(C)c3c2=O)cc1Cl	i	0	i	0	4	4	-11	8	4
FC(F)Oc1ccc(NC(=S)NCc2ccco2)cc1Cl	i	16	i	-2	10	5	-9	-2	2
Cc1ccc(OCc2ccc(C(=O)Nc3ccc(C(N)=O)cc3)o2)c([N+](=O)[O-])c1	i	22	+	0	1	-1	-5	-8	0
O=c1[nH]c(C2CCCN(S(=O)(=O)c3ccccc3)C2)nc2c1nnn2Cc1ccccc1F (stereo unspecified)	i	0	i	4	5	7	14	3	8
CC1(C)C2CCC(C2)C1(C)N=C1OC(CCl)CS1 (stereo unspecified)	i	4	i	0	16	3	6	-4	0

# Quoted at random: two entries already listed
mol	Neddyl block	CSN deneddyl inh	Rpn11 inh	Rin1 Abl inh	FAS-TE inh	NadD inh	MLLE-PAM2 inh	SKN-1 block	MT1-MMP act inh
Cc1ccc(OCc2ccc(C(=O)Nc3ccc(C(N)=O)cc3)o2)c([N+](=O)[O-])c1	i	22	+	0	1	-1	-5	-8	0
COc1ccc(NC(=O)C(NC(=O)c2ccc(=O)[nH]c2)c2ccc(C)cc2)cc1 (stereo unspecified)	i	-3	i	1	-6	1	2	-9	2

# Next part:
mol	Neddyl block	CSN deneddyl inh	Rpn11 inh	Rin1 Abl inh	FAS-TE inh	NadD inh	MLLE-PAM2 inh	SKN-1 block	MT1-MMP act inh
COc1ccc(NC2=Nc3cccc4cccc2c34)cc1OC	i	9	i	-7	-6	-4	-79	28	-11
CCOC(=O)c1c(O)c2c([nH]c1=O)CCCC2	i	1	i	-5	-8	-2	11	12	7
CC(C)C(=O)N=C1SC2CS(=O)(=O)CC2N1Cc1ccccc1 (stereo unspecified)	i	8	i	-3	-6	-1	-2	-10	-1
Cc1sc2nc(C3CC3)nc(SCC(=O)N3c4ccccc4CC3C)c2c1C (stereo unspecified)	i	-2	i	0	4	8	11	-5	7
CCOC(=O)C1CCCN(c2oc(-c3ccc(OC)cc3)nc2C#N)C1 (stereo unspecified)	.	8	i	2	21	-5	4	1	3
CCOc1ncccc1C(=O)OCC(=O)NCc1ccccc1	i	-1	i	3	-5	-2	0	14	1
Cc1cc(=O)oc2cc(OC(C(=O)O)c3ccccc3)ccc12 (stereo unspecified)	i	1	i	3	-3	0	15	-8	.
O=C(COc1ccc2ccccc2c1)NCCc1ccc2c(c1)OCCO2	i	5	i	2	18	-11	7	2	4
COC(=O)c1ccccc1NC(=O)CSc1nnc(COc2cccc(OC)c2)n1C	i	5	i	2	-3	-1	5	3	2
Cc1occc1C(=O)N1CCCC(N2CCN(c3ccccc3F)CC2)C1 (stereo unspecified)	i	-3	i	11*	-2	-3	8	1	4
O=C(c1cnn(C(=O)COc2ccc(Cl)cc2)c1)c1ccccc1O	i	3	i	-2	6	9	21	-8	-4
O=C(O)CC(C(=O)Nc1ccc(Cl)cc1Cl)C1CCCO1 (stereo unspecified)	i	-1	i	3	-3	-4	7	-3	2
CCc1ccc(C(=O)C(C)OC(=O)CN2C(=O)NC3(CCCC3)C2=O)cc1 (stereo unspecified)	i	-1	i	4	-4	-7	-32	0	5
CC1=C(C(=O)c2ccccc2)C(c2cn(-c3ccccc3)nc2-c2ccc(Cl)cc2)NC(=S)N1 (stereo unspecified)	i	3	i	-5	-1	24	-79	38*	-22
COc1ccc(OC)c(S(=O)(=O)N2CCN(c3ccccc3)CC2)c1	i	3	i	3	8	-6	-5	-6	0
O=C(N=Nc1c(O)[nH]c2ccc(F)cc12)c1ccc(NS(=O)(=O)c2cccs2)cc1	i	8	i	1	-1	39*	-7	15	2
CC(=O)NC(Cc1ccc(F)c(F)c1)C(=O)NC1CCN(C(=O)c2ccc(C)cc2)CC1 (stereo unspecified)	i	5	i	3	-4	-9	-3	-3	2
COc1ccc(S(=O)(=O)N2CCC3(CC2)OCCO3)cc1	i	6	i	-1	-5	-4	3	7	1
CC(=O)N1N=C(c2cccnc2)OC1c1ccc(C(C)C)cc1 (stereo unspecified)	i	8	i	1	0	0	-1	-1	1
CCOc1ccc(S(=O)(=O)N(C)CC(=O)NCc2ccccn2)cc1Cl	i	-1	i	-1	-4	-4	-6	-6	2
CC(C)(C)c1ccc(S(=O)(=O)Nc2cccc(C3OCCCO3)c2)cc1	i	-18	i	0	0	-6	7	-3	1
CN(C)C(=O)CS(=O)(=O)c1ccc(Cl)cc1	i	-2	i	2	-8	3	0	9	-1
CCC1(C)Cc2c(C#N)c(N)sc(=S)c2CO1 (stereo unspecified)	i	-7	i	-3	-1	2	25	46*	-17
Cc1onc(-c2ccccc2)c1C(=O)OCC(=O)Nc1ccc(OC(F)(F)F)cc1	i	-4	i	-2	36	-8	1	-3	-1
O=C(CSc1nc2ccccc2c(=O)[nH]1)c1ccccc1	i	-1	i	-2	-6	0	25	22	3
CCc1nnc(NS(=O)(=O)c2ccc(N/C=C\C(=O)c3cccc(OC)c3)cc2)s1	i	-5	i	-1	4	12	-1	-3	-2
COC(=O)C1=NNC2(c3ccc(Cl)cc3)C(=O)N(c3ccccc3)C(=O)C12 (stereo unspecified)	i	1	i	-2	-3	4	4	-7	-1
Cc1ccccc1-n1c(SCC(=O)c2cc(C)n(C)c2C)nnc1-c1ccncc1	i	1	i	1	-5	2	-60	-1	-2
O=C(/C=C/c1cc2ccccc2o1)c1ccccc1O	i	9	i	0	4	-3	10	9	-5
Cc1ccc(S(=O)(=O)NCCC(=O)OC(C)C(=O)NC2CC2)cc1 (stereo unspecified)	i	4	i	-4	-9	-4	-10	19	-3
C[C@@H]1CN([C@@H](C)CO)C(=O)c2cc(Br)cnc2O[C@H]1CN(C)Cc1cccc(C(=O)O)c1	i	1	i	-3	-8	-2	-1	8	1
CCSCc1nnc(SCC(=O)Nc2cc(F)ccc2C)n1C	i	-6	i	3	-4	-8	-74	7	1
O=S(=O)(Nc1cccc(S(=O)(=O)N2CCCCCC2)c1)c1ccccc1	i	-4	i	1	-3	-4	-14	1	3
CCOC(=O)COc1ccc(-c2nnc(-c3ccccc3)o2)cc1	.	-4	i	-1	5	-6	-3	-11	7
CCOC(=O)CC1C(=O)NCCN1C(=O)c1ccc(C)cc1 (stereo unspecified)	i	0	i	-1	-1	-9	-9	18	-1
CN(C)c1oc(COc2ccc(F)cc2)nc1C#N	i	7	i	-2	-1	2	1	7	4
CCC(C)C(=O)Nc1nc(C)c(-c2csc(Nc3cc(OC)ccc3OC)n2)s1 (stereo unspecified)	i	-3	i	-2	23	7	13	-7	-7
CCOc1ncccc1C(=O)OCC(=O)N(CC)c1ccccc1	i	6	i	1	-6	1	-6	-9	1
COc1ccccc1C(=O)N1C(CC(=O)Nc2cc(Cl)ccc2C)C(=O)NC2CCCCC21 (stereo unspecified)	i	7	i	-4	1	6	-7	7	-2
Fc1cccc(Cl)c1/C=N/Nc1c(Cl)cncc1Cl	i	1	i	0	15	-2	4	19	-16
O=C(c1ccco1)N1CCN(Cc2cccc(C(F)(F)F)c2)CC1	i	-1	i	0	-2	-8	-10	12	1
CN1/C(=C\C=N\NC(=O)c2cccnc2)C(C)(C)c2ccccc21	i	-2	i	-1	-5	-5	3	4	-5
COc1ccc(C(=O)N/C(=C/c2ccc(Cl)cc2)C(=O)NCc2ccncc2)cc1	i	0	i	3	10	-2	-3	0	5
CC1CN(S(=O)(=O)c2cccc(C(=O)N(Cc3nnc(-c4ccccc4Cl)o3)C3CC3)c2)CC(C)O1 (stereo unspecified)	i	3	i	0	0	2	1	19	-3
COc1ccc(Br)cc1-c1nc(C)c(C(C)=O)n1O	i	-3	i	-1	-16	-2	-6	13	-1
O=C(COc1cccc2ccccc12)NNC(=O)Nc1ccccc1	i	8	i	0	3	-3	-3	4	9
